Rtt109 Vps75 – inhibitors of C. albicans Rtt109/Vps75 HAT, primary screen, biochemical, ThioGlo CoA-SH fluorescence, plate reader | Histone acetyltransferase RTT109 (Candida albicans (strain SC5314 / ATCC MYA-2876)), … | purified Rtt109/Vps75, 4 h | inhibition, % at 34.9 µM | actives 0.16% (n = 330,000) | AID 540336, 2011;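 active = inhibition of at least 50% in every replicate; inconclusive = best replicate reaches 50% inhibition but some replicates fall short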
Target sequence (Q5AAJ8 whole entry, looked up): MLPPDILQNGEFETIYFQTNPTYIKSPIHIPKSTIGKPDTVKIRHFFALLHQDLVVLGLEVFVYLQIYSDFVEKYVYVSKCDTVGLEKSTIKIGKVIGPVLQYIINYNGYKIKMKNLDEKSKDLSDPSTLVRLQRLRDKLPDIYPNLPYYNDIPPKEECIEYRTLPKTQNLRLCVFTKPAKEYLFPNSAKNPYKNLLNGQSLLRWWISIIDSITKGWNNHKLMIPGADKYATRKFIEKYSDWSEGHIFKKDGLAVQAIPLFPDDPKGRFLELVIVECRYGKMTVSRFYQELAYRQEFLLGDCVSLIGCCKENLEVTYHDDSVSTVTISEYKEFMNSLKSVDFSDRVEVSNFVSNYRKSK
CAL PDZ FP-1 – untagged CAL PDZ binding inhibitors, primary screen, biochemical, fluorescence polarization, HTS. purified CAL PDZ, TMR-peptide fluorescence polarization, 1 h. inhibition, % at 24.9 µM. actives 0.92% (n = 300,000). AID 602252, 2012;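 active = mean inhibition of at least 30% with at least half of replicates also reaching 30%; inconclusive = no clear call, values can overlap the other calls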;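 also: 0% = DMSO neutral control and 100% = excess unlabeled competitor peptide PRC23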
CDK5 p35 inh – inhibitors of human CDK5/p35 kinase, primary screen, biochemical, single concentration; AID 488839, 2010; inhibition, % at 10 µM; Recombinant CDK5/p35, ADP-Glo luminescence, 60 min; actives 0.01% (n = 330,000); Cyclin-dependent kinase 5 (Homo sapiens) + Cyclin-dependent kinase 5 activator 1 (Homo …;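 active = highest replicate inhibition of at least 50% and at least 75% of replicates reaching 50%; inconclusive = only one of the two criteria met; inactive = both criteria failed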;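 also: plate controls were DMSO neutral control for no effect and GW8510 at 10 µM for full effect; many of its hits are not listed in these tables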
CAL PDZ FP-2 – CAL PDZ peptide-binding inhibitors, primary screen, biochemical, fluorescence polarization, Cer-tagged CAL PDZ, HTS; Golgi-associated PDZ and coiled-coil motif-containing protein (Homo sapiens), Q9HD26; purified CAL PDZ, TMR-peptide fluorescence polarization, 1 h; inhibition, % at 20 µM; actives 0.02% (n = 330,000); AID 504414, 2011;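 active = highest replicate inhibition of at least 40%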;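 also: plate controls were DMSO neutral control wells for no effect and unlabeled competitor peptide control wells for full effect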
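Read-out basis: mP drop reported as inhibition | Assay system: Tagged CAL PDZ protein CerCALP, purified | Benchmarks: Unlabelled peptide for full inhibition, DMSO wells as neutral | Schedule: 1 h incubation at room temperature before polarization reading | Buffer or medium: Sodium phosphate/NaCl buffer pH 7.4 with TCEP, IgG, Thesit | Doses: Single point, 20 µM | Measured by: Fluorescence polarization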
dFosB activator – activators of delta FosB homodimer, primary screen, biochemical, fluorescence polarization, TAMRA-CDK5 oligo, single point; purified delta FosB; percent of positive-control signal above neutral wells; AID 493131, 2011; Protein FosB (Mus musculus), P13346; activation, % at 25 µM; actives 0.99% (n = 340,000);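 active = mean activation above about 17%, with every replicate also reaching it, limit read from the data, passing the limit was not always enough; inconclusive = only one of the two conditions met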;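 also: fluorescence polarization rise as delta FosB binds a TAMRA Cdk5 AP-1 oligo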
Target sequence (P13346 whole entry, looked up): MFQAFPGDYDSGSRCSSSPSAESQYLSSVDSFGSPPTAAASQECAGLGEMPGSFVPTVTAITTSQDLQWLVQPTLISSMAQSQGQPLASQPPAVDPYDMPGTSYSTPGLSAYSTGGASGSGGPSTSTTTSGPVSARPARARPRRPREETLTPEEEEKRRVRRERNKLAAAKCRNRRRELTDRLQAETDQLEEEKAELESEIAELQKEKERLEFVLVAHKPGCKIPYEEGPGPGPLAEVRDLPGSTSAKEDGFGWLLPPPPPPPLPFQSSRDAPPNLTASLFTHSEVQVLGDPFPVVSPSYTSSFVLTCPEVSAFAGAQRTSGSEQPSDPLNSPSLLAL
V-ATPase pHluor – regulators of yeast V-ATPase proton pumping, primary screen, pHLuorin cytosolic pH fluorescence; response, % at 10 µM; S. cerevisiae; actives 0.37% (n = 350,000); AID 504577, 2011; in the data active = response mostly above about 7.3%, no sharp cut-off; inactive = mostly below about 5.4%; also: actives read high; inactives centre near 0; some compounds called inactive have numbers as strong as hits
Tat transport – E. coli Tat export inhibitors, primary screen, MC4100, TorA-mCherry reporter, fluorescence, single point; AID 488895, 2010; actives 0.036% (n = 340,000); inhibition, % at 10 µM;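 active = mean replicate inhibition at least 50% and at least half of replicates individually reaching 50%; inconclusive = only one of the two criteria met; inactive = neither criterion met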;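 also: exported cargo escapes ClpAP degradation while cytoplasmic cargo is degraded and loses fluorescence; 0% = median of neutral control wells and 100% = median of NaSCN control wells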
Wnt act – Wnt/beta-catenin pathway activators, primary screen, cell-based, plate reader, single point; Wnt/beta-catenin reporter cell assay, activator; AID 743398, 2014; actives 1.2% (n = 300,000); activation, % at 9.35 µM; in the data active = activation above about 30%, passing the limit was not always enough; inconclusive = no clear call, values can overlap the other calls;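 also: 0% = neutral control wells and 100% = positive control wells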
MITF act – activators of MITF-driven TRPM1 promoter reporter, primary screen, cell-based, SK-MEL-5, luciferase, single point. SK-MEL-5 TRPM1-promoter luciferase, 24 h; % of positive control, neutral wells = 0. actives 0.75% (n = 300,000). activation, % at 12.5 µM;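 active = mean activation of at least 80% with every replicate also reaching 80%; inconclusive = mean reaches 80% but some replicate falls short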;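 also: 0% = neutral control wells and 100% = parthenolide positive control wells; values of inactives mirror those of a sister screen read the other way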
RTF Ca sens act – cardiac RTF calcium sensitivity activators, primary screen, biochemical, IANBD-TnC fluorescence, EC20 calcium; Troponin I, cardiac muscle (Homo sapiens) + Troponin T, cardiac muscle (Homo sapiens) + …; IANBD-labeled TnC RTF fluorescence at EC20 calcium; 0% EC20 calcium, 100% full calcium; activation, % at 7.2 µM; actives 0.24% (n = 340,000); AID 493008, 2010;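 active = activation above the mean over all tested compounds plus 3 SD, cut at about 30% in these data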;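 also: rise in fluorescence read as greater calcium sensitivity of cardiac thin filaments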
Starred values were filed as active, the others as inactive; ? = inconclusive; . = not tested or not shown.

SMILES	Rtt109 Vps75	CAL PDZ FP-1	CDK5 p35 inh	CAL PDZ FP-2	dFosB activator	V-ATPase pHluor	Tat transport	Wnt act	MITF act	RTF Ca sens act
CC(=O)c1ccc(C(=O)N2CCCC(Nc3ccccc3)C2)s1 (stereo unspecified)	-0.2	-6.3	-1.7	-0.1	4.7	-3.7	-7.7	-1.3	-4.5	1.2
COc1cc(CCC(=O)N2CC(C)OC(C)C2)cc(OC)c1OC (stereo unspecified)	0.9	-6.6	-1.1	-2.1	-4.1	-0.3	-1.0	-0.7	-3.5	0.4
CCOC(=O)c1nc(C)n(-c2cc(Cl)cc(Cl)c2)n1	1.7	0.2	1.7	-0.9	-3.2	2.4	0.6	.	.	-0.2
Cc1ccc(C)c(N2CCN(C(=O)CCc3nc(-c4ccccc4C(F)(F)F)no3)CC2)c1	1.5	-1.6	0.1	0.3	-3.4	-1.7	3.3	34.1*	72.3	1.6
Cc1ccc(NC(=O)c2cccc(N3C(=O)C4C5C=CC(C5)C4C3=O)c2)cc1C (stereo unspecified)	1.0	-3.2	-0.5	-2.6	-17.9	5.0	-5.1	4.2	0.5	-3.0
CC1CN(c2ncc(/C=N/NC(=O)c3ccccc3O)s2)CC(C)O1 (stereo unspecified)	7.6	0.2	0.0	-2.4	-7.3	0.2	0.6	0.6	4.9	1.2
O=C(NC(=S)N1CCN(c2ccccc2)CC1)c1c(F)cccc1F	-1.3	-5.2	0.0	-3.1	-7.4	0.3	4.3	-1.9	-9.0	-6.6
CCOc1ccc(NC(=O)COC(=O)c2ccc(S(=O)(=O)N3CCOCC3)cc2)cc1	-3.4	1.3	1.1	0.1	10.2	-0.2	-7.3	-0.7	-0.7	-5.2
C[C@@H]1CN([C@H](C)CO)C(=O)c2cc(NC(=O)Nc3ccc4c(c3)OCO4)ccc2O[C@H]1CN(C)Cc1ccncc1	0.1	-4.2	8.8	-1.5	-8.3	-0.7	-3.2	-0.9	-0.5	4.7
COc1ccc(C2=NS(=O)(=O)N(C)C(C(=O)N3CCCCC3C)=C2)cc1 (stereo unspecified)	5.1	.	1.2	-0.5	-13.0	0.2	-2.9	0.0	.	0.5
FC(F)(F)c1nnc2ccc(N3CCCCCC3)nn12	-1.7	-7.6	-2.2	0.7	-1.4	-3.3	0.1	.	20.4	-0.3
Cn1c(SCCOc2ccccc2Cl)nnc1-c1cccs1	10.4	.	0.3	-2.0	-4.8	2.2	5.3	9.6	22.9	3.2
Cc1ccc2nc(SC(C)C(=O)NCc3ccco3)[nH]c2c1 (stereo unspecified)	2.0	0.0	-3.4	-0.4	-7.5	2.6	7.3	.	-2.5	4.1
CC(=O)Nc1ccc(NC(=O)CCc2ccc(C)o2)cc1	-5.5	-4.2	0.5	-2.9	1.7	0.6	-5.7	-4.5	2.4	-2.4
COc1cc(C2NC(=S)NC(c3ccccc3)=C2C(C)=O)cc(Cl)c1OCC(=O)O (stereo unspecified)	5.9	-2.7	1.5	0.0	2.3	8.1	-2.9	-1.3	-0.7	-6.7
CCOC(=O)CN1C(=O)N[C@@H](c2cccs2)C(C(=O)OC)=C1C	3.3	-1.2	-0.3	0.4	-2.3	3.8	-0.7	-0.2	17.4	-1.2
CCc1cc2ccc(C)cc2nc1SCC(=O)Nc1cc(C)on1	-13.9	-3.9	2.1	-1.2	-6.9	-2.1	-2.6	-0.8	-17.2	1.3
N#C/C(C(=O)N1CCCC1)=C1/N=C(N)c2ccccc21	-0.9	-2.3	0.4	-2.1	0.7	-0.1	-4.4	-0.8	-3.2	15.0
CCN=C(Nc1ccc2c(c1)OCO2)SC1CC(=O)N(c2ccc(OC)cc2)C1=O (stereo unspecified)	1.5	-0.4	4.6	-0.6	1.1	-2.3	-6.0	-2.5	23.9	-3.2
Cc1ccc(C)c(CSc2nnc([C@@H]3CCCN3)o2)c1	9.8	-2.0	0.3	-1.2	-11.7	2.9	0.8	-5.6	-2.0	-3.4
Cc1[nH]c2ccccc2c1CCN(Cc1cccnc1)C(=S)Nc1cccc(F)c1	1.2	.	0.3	-0.4	-11.2	0.2	3.9	0.8	-3.0	-0.7
CC(=O)c1ccc(NC(=O)CO/N=C(\C)c2cccs2)cc1	-3.7	0.3	-1.0	-0.7	-5.1	2.2	-8.5	.	-1.3	-6.7
COc1cc(-c2noc(-c3cccc(Cl)c3)n2)cc(OC)c1OC	-5.8	1.3	1.8	-0.4	-1.0	0.9	-3.0	-3.7	.	5.4
N#CC1=C(N)Nc2ncnn2C1c1ccc(F)cc1 (stereo unspecified)	2.5	-1.3	-3.2	-0.8	-14.0	-3.5	1.9	10.0	-6.2	0.0
COc1ccc(N2CCN(C(=O)CSc3nnc(-c4cccnc4)n3-c3ccccc3)CC2)cc1	52.8*	-3.0	0.7	-2.6	-2.8	-0.1	-2.2	-9.0	-0.3	-4.2
Cc1ccnc2c(N3C(=O)C4C5c6ccccc6C(c6ccccc65)C4C3=O)cccc12 (stereo unspecified)	14.5	-6.1	-0.6	-0.6	-4.0	-3.8	5.0	-5.5	.	7.5
COCCN(C(=O)Nc1ccc(OC)cc1OC)C1CCN(C(C)C)CC1	6.9	-2.2	-0.7	-0.4	0.7	-0.9	-5.6	-2.2	-12.0	-0.7
COCCn1c(Cc2ccccc2)nnc1SCC(=O)N1CCCC1=O	2.6	.	1.3	-1.3	3.8	1.5	-3.7	-1.6	-1.6	-3.6
O=C(CCNS(=O)(=O)c1ccc(Br)cc1)NC1CCN(Cc2ccccc2)CC1	11.5	-3.1	1.0	-1.8	-6.5	-1.5	-1.3	3.9	0.0	-3.3
CC(C)N(C(=O)CS(=O)(=O)c1ccc(Cl)c(Cl)c1)C(C)C	6.9	-1.2	0.4	.	0.1	-0.3	1.3	-3.0	1.4	-2.2
COC(=O)COc1ccc(S(=O)(=O)NCc2ccc3c(c2)OCO3)cc1	-8.9	-7.7	-1.6	-0.7	-0.2	0.1	-2.4	-1.3	.	-2.2
COC(=O)C1=C(C)N(C)C(=O)NC1c1ccc(C)cc1 (stereo unspecified)	.	-4.1	-0.6	-2.1	5.1	-1.1	-3.9	.	-6.1	-1.4
CC(C)c1ccc(NC(=O)C(c2ccccc2)N2CC(=O)Nc3ccccc32)cc1 (stereo unspecified)	2.8	.	0.8	0.9	1.1	-2.0	8.6	14.6	.	-1.0
O=C(NC1(C(F)(F)F)NC(=O)N(Cc2cccnc2)C1=O)c1ccccc1 (stereo unspecified)	-1.3	.	-1.3	-0.5	-0.3	0.9	-6.7	-5.4	1.2	-2.3
COc1cccc(NC(=O)COC(=O)CNS(=O)(=O)c2c(F)cccc2F)c1	-6.3	-1.9	0.6	-0.8	-10.5	0.8	2.0	-0.8	-0.7	2.9
CN(C)C(CNC(=O)c1cc(S(=O)(=O)N(C)c2ccc(F)cc2)ccc1Cl)c1cccs1 (stereo unspecified)	-17.3	-3.1	-0.4	-1.0	-9.9	0.5	-0.9	-2.0	.	-0.7
COCCn1c(SCc2ccc(F)cc2)nc2c1c(=O)[nH]c(=O)n2C	0.1	-3.9	0.5	-1.4	0.9	5.9	-0.3	0.1	.	-1.7
CC12CCC(=O)N1C(C(=O)Nc1nc(-c3ccc(F)c(F)c3)cs1)CS2 (stereo unspecified)	-6.4	.	-0.6	-0.6	-3.2	-3.5	-1.3	0.1	-2.8	-14.2
O=[N+]([O-])c1ccc(N2CCOCC2)cc1N1CCCCC1	-0.5	.	-0.6	-2.0	-3.3	0.3	9.0	-0.7	-0.2	4.5
CCn1c2ccccc2c2cc(NC(=O)C(C)Oc3ccccc3)ccc21 (stereo unspecified)	1.0	-3.4	-0.7	0.7	-13.8	1.6	-4.5	-3.0	0.5	2.1
COC(=O)C1C(=O)c2c([nH]c(C(=O)OC3CCCCC3)c2C)CC1C (stereo unspecified)	-3.8	-5.4	0.0	-0.7	-10.4	2.1	-2.4	?	93.9*	2.0
CC(C)(C)c1ccc(C(=O)NCc2nnc(SCC(=O)NCC3CCCO3)o2)cc1 (stereo unspecified)	10.8	.	-0.9	-0.8	-3.1	0.2	-0.8	0.8	0.3	-3.6
O=C(C1=C[C@H](C2CC2)C[C@H](OCc2ccc(CO)cc2)O1)N1CCN(Cc2ccccc2)CC1	-1.2	-0.4	1.8	-0.3	-6.6	10.9*	7.8	-2.8	-7.0	-8.4
CN(C)c1ccc(N=Nc2ccc(C(=O)O)cc2)cc1	3.1	-7.8	-0.1	1.0	-3.7	0.6	-0.2	7.0	-65.3	-8.9
CNC(=S)N(C1=NCC(c2ccc([N+](=O)[O-])cc2)S1)c1ccccc1 (stereo unspecified)	-3.0	-4.3	0.1	-2.2	-5.4	-2.2	9.3	4.9	11.4	0.6
C/C(CCC(C)C)=N\Nc1cc(C)c2ccccc2n1	2.0	2.1	0.0	-0.1	-9.3	2.2	-6.3	-0.9	-7.9	0.9
CCOC(=O)C1CCN(CCC(=O)Nc2ccc(Br)cc2)CC1	-4.7	.	-2.4	-0.6	2.6	-1.5	4.7	1.0	11.8	2.1
Cc1ccc(S(=O)(=O)Nc2ccncc2)c(C)c1N(C)S(=O)(=O)c1ccc(F)cc1	4.2	-2.2	1.9	-0.9	-2.0	-1.0	-2.1	-2.6	-5.2	5.2
O=C(NCc1ccccc1)c1nc[nH]c1C(=O)N1CCN(c2ccccc2)CC1	-6.6	-1.1	2.0	0.6	-4.3	0.4	?	1.7	15.9	-9.9
COc1ccc(CNC(=O)CS(=O)Cc2nc(-c3ccccc3C)oc2C)cc1 (stereo unspecified)	3.9	.	-0.3	-0.3	-6.9	2.4	2.2	-1.2	.	-1.4

3 structures out of the list, sorted by length of the SMILES, high to low:
SMILES	Rtt109 Vps75	CAL PDZ FP-1	CDK5 p35 inh	CAL PDZ FP-2	dFosB activator	V-ATPase pHluor	Tat transport	Wnt act	MITF act	RTF Ca sens act
O=C(C1=C[C@H](C2CC2)C[C@H](OCc2ccc(CO)cc2)O1)N1CCN(Cc2ccccc2)CC1	-1.2	-0.4	1.8	-0.3	-6.6	10.9*	7.8	-2.8	-7.0	-8.4
Cc1ccc(S(=O)(=O)Nc2ccncc2)c(C)c1N(C)S(=O)(=O)c1ccc(F)cc1	4.2	-2.2	1.9	-0.9	-2.0	-1.0	-2.1	-2.6	-5.2	5.2
C/C(CCC(C)C)=N\Nc1cc(C)c2ccccc2n1	2.0	2.1	0.0	-0.1	-9.3	2.2	-6.3	-0.9	-7.9	0.9
